TDP-43 yeast inh: rescues yeast growth from TDP-43 toxicity. hit rate 1.8% among 410,000. Potency, µM (top dose mostly 46.1 µM), without a hit: at the top dose growth rescue (activation), hits mostly activators. TDP-43 expressing yeast growth rescue, BacTiter-Glo, 24 h; also: % of control where 0% means no effect; nearly all actives have a fitted effect of over 50% in size
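Growth rescue of TDP-43-toxic yeast measured as ATP luminescence (BacTiter-Glo). Cells grown to mid-log in raffinose, induced in galactose at OD600=0.02, exposed to compound 24 hr at 30 deg C.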
EPAC2 ag: activates human EPAC2 exchange factor | Q8WZA2 | hit rate 0.079% among 360,000 | Potency, µM (doses to about 154 µM), without a hit: top-dose activation, hits mostly activators | EPAC2 activation, biochemical qHTS; response scale: 100% = 6.5 mM cAMP response; also: nearly all actives have a fitted effect of over 50% in size
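In this primary screen, activation is scored as increased exchange of BODIPY-GDP from Rap1B by 100 nM EPAC2, with 50 uM GDP as competitor. Signal is normalized to the 6.5 mM cAMP agonist control.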
EPAC1 ag: agonists of human EPAC1; O95398; EPAC1 agonist qHTS, biochemical assay; response scale: 100% = response to 6.5 mM cAMP; Potency, µM (highest dose often 154 µM), without a hit: at the top dose activation, most hits filed as activators; hit rate 0.073% among 360,000; also: nearly all actives have a fitted effect of over 60% in size
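Read-out is the fluorescence drop as BODIPY-GDP leaves Rap1B (480 nm excitation, 540 nm emission), recorded every 5 minutes over 30 minutes. Reactions held 100 nM EPAC1, 250 nM Rap1B–BODIPY-GDP and 50 uM GDP, with 6.5 mM cAMP setting full activation.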
EPAC1 antagonist: blocks human EPAC1 exchange factor | hit rate 0.14% among 360,000 | Potency, µM (highest dose often 115 µM), for the others: at the top dose activity change, negative = inhibition, hits mostly inhibitors | EPAC1 GEF assay, Rap1b-BODIPY-GDP exchange fluorescence | O95398;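 also: plate controls were vehicle for no effect and positive control for full effect; nearly all actives have a fitted effect of over 50% in size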
EPAC2 antag: antagonists of human EPAC2 | Potency, µM (highest dose often 114 µM), for the others: at the highest dose activity, negative = inhibition, actives largely listed as inhibitors | Q8WZA2 | AID 720708 | EPAC2 GEF exchange of Rap1B-BODIPY-GDP, fluorescence | hit rate 0.18% among 360,000; also: % is scaled to controls: 0 for no effect and ±100 for the full control effect; nearly all actives have a fitted effect of over 45% in size; many of its hits are not listed in these tables
PTHR1 ag: activates the human parathyroid hormone receptor PTHR1 | hit rate 0.075% among 410,000 | HEK293 GP2 PTHR1 cells, GloSensor cAMP luminescence, 1 h | Potency, µM (series often up to 115 µM), for inactives: top-dose activation, hits mostly activators | AID 743266; also: nearly all actives have a fitted effect of over 55% in size; some results filed as inactive show a strong effect at the top dose; inactives centre near -15; many of its hits are not listed in these tables
Target sequence (Q03431 whole entry, looked up): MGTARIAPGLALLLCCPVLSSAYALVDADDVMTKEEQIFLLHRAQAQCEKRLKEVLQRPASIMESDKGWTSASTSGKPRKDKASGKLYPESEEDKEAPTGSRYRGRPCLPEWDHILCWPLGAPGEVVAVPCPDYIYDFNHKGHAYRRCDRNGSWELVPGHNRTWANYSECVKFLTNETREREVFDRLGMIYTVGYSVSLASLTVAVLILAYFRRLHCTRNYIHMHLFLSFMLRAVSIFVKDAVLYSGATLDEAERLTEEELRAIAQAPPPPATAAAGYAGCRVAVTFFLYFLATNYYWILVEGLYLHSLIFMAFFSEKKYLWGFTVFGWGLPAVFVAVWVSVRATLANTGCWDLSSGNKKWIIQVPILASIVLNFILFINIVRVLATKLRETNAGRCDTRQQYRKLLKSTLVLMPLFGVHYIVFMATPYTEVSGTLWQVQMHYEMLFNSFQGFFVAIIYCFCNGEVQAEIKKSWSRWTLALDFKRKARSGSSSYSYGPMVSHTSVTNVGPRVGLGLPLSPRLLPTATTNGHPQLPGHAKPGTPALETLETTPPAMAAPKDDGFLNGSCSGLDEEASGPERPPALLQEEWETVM
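HEK-293-derived GP2 cells expressing PTHR1 and a GloSensor cAMP reporter, 3,000/well, plated overnight, given luciferin plus IBMX (each 0.5 mM as added) for 1 h at 37 °C, then compound for 1 h at 37 °C. Luminescence was read after 15 min at room temperature.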
aSyn yeast inh: inhibitors of alpha-synuclein toxicity in yeast; AID 652106; Potency, µM (top dose mostly 46.1 µM), without a hit: at the highest dose growth rescue (activation), most hits filed as activators; hit rate 0.14% among 370,000; Yeast expressing alpha-synuclein, growth rescue, BacTiter-Glo, 24 h; also: % of control where 0% means no effect; nearly all actives have a fitted effect of over 65% in size
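Screening used galactose-induced yeast with toxic alpha-synuclein levels, exposed to compound for 24 hr at 30 deg C. Cell growth, read with BacTiter-Glo luminescence, gave the measured signal.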
FUS suppressor: FUS proteinopathy suppression in yeast. S. cerevisiae FUS-expressing, growth rescue, OD600, 24 h. Potency, µM (titrated, usually from 76.6 µM), inactives show top-dose growth rescue (activation), actives largely listed as activators. hit rate 0.24% among 390,000;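 also: plate controls were DMSO vehicle for no effect and reference control for full effect; nearly all actives have a fitted effect of over 55% in size; some results filed as inactive show a strong effect at the top dose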
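Yeast FUS proteinopathy model; galactose-induced FUS (2%), starting OD 0.005. Cpds in dilution series, 24hr, 30C, 99% humidity. Abs 600 nm growth. Pos ctrl CP55940 (top 92uM final); neg ctrl DMSO.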
Numbers without * were called inactive; i = inactive; ? = inconclusive; . = not tested or not shown; [ ] = another dose, or the depositor's remark. Calls follow the shape of the dose curve; as a rule, active = well fitted curve in the direction sought with a large enough effect; inconclusive = small, poorly fitted or top-dose-only effect, or another doubt; inactive = no such curve, though single readings can be large; an effect the other way counts as inactive or inconclusive. Potency is read from the fitted curve at half-maximal effect.

canonical_smiles	TDP-43 yeast inh	EPAC2 ag	EPAC1 ag	EPAC1 antagonist	EPAC2 antag	PTHR1 ag	aSyn yeast inh	FUS suppressor
COc1ccccc1/C=C1/SC(=O)N(CCC(=O)Nc2ccc(S(=O)(=O)Nc3nccs3)cc2)C1=O	-0.4%	7.2%	13.2%	?	-2.4%	-17.9%	-0.8%	.
CC1(C)CN(c2cccc(-c3ccnc4ncnn34)c2)C1=O	-8.1%	15.3%	4.8%	4.2%	6.8%	-23.4%	-5.3%	11.1%
CCCCn1c(N)c(N(CCOC)C(=O)c2ccc(N3CCCC3)c([N+](=O)[O-])c2)c(=O)[nH]c1=O	17.8%	5.8%	?	-9.4%	8.1%	-6.3%	11.5%	22.2%
O=C(COC(=O)c1cc(S(=O)(=O)N2CCc3ccccc3C2)ccc1Cl)NCc1ccco1	-7.6%	-1.7%	7.8%	-7.7%	-17.1%	28.9%	0.4%	34.3%
CCC(C)[C@H](NC(=O)NCc1cccc(OC)c1)C(=O)OC (some centres not stated)	-3.6%	-7.5%	-2.5%	7.4%	3.4%	i	-1.2%	12.0%
CC(=O)Nc1sc(NC(=O)c2ccccc2)nc1-c1cccs1	-8.9%	1.3%	-1.9%	3.0%	4.9%	-22.1%[57.5 µM]	-1.0%	-4.5%
Cc1cccc(Oc2ccc(S(=O)(=O)N3CCCCC3)cc2N)c1	24.4%	10.1%	10.3%	-8.0%	1.2%	-26.0%	4.8%	33.9%
O=C(Cn1c(=O)c2cccn2c2ccccc21)NCCCN1CCCCC1	3.0%	-2.7%	-2.8%	11.2%	6.5%	i	-4.2%	-11.2%
O=C(NCCc1ccccc1)C1c2ccccc2C(=O)N1Cc1cccs1 (configuration not stated)	-0.5%	15.3%	11.9%	5.6%	6.6%	2.7%	-2.1%	24.6%
CCN(CC)C(=O)c1cc2cc([N+](=O)[O-])ccc2s1	?	13.6%	3.4%	-2.7%	3.1%	-0.3%	15.7%	-13.5%
O=C(OCC(=O)N1CCOCC1)c1cc(F)c(F)cc1Cl	-13.5%	8.3%	11.5%	16.2%	-0.1%	i	-3.2%	-10.3%
C#CCN(C[C@H]1[C@H](OC(=O)NCCCCCC)[C@H](OC(=O)NCCCCCC)C[C@H]2C(=O)N(c3ccccc3)C(=O)[C@@H]12)S(=O)(=O)c1ccc(C)cc1	19.6%	-13.1%	-30.0%	-14.9%	-2.6%	-9.0%	5.6%	?
Cc1cccc(C)c1-n1nnnc1C(c1ccnc2ccccc12)N1CCCN(C(=O)OC(C)(C)C)CC1 (configuration not stated)	23.6%	15.7%	-3.8%	3.3%	-10.2%	i	-2.3%	2.0%
CCOC(=O)CC(Nc1nc(N2CCOCC2)nc(N2CCOCC2)n1)c1ccccc1Cl (configuration not stated)	1.5%	6.7%	-10.6%	-18.1%	-17.8%	28.1%	6.0%	?
O=C1OC(C(=O)Nc2nccs2)Cc2ccccc21 (configuration not stated)	-3.0%	4.3%	3.2%	11.7%	20.3%	i	-9.2%	-11.9%
CC(C)[C@H](NC(=O)c1ccccc1)C(=O)OCC(=O)Nc1ccc2c(c1)OCCO2	21.1%	1.5%	3.5%	-22.8%	-3.6%	i	11.5%	20.6%
O=C1C2C(C(=O)N1/N=C/c1cccc([N+](=O)[O-])c1)C1C=CC2C12CC2 (configuration not stated)	12.8%	-0.7%	-4.7%	-16.4%	3.3%	-26.8%	-3.0%	6.9%
O=C(CCCCn1c(=O)c2ccccc2n(CC(=O)Nc2cccc(F)c2)c1=O)NCc1ccco1	2.4%	-13.5%	2.7%	8.1%	16.2%	-2.2%	12.3%	-1.1%
CCc1ccc(NC(=S)N(Cc2ccccc2)Cc2ccccn2)cc1	?	7.9%	2.4%	-16.8%	-0.8%	-33.5%[inhibitor]	-8.7%	6.6%
CN1OC[C@@H]2CN[C@H](c3cccc(N4CCOCC4)c3)C[C@@H]21	1.0%	3.0%	7.4%	4.1%	6.0%	-16.4%	?	-2.5%
CCC(c1nnnn1CCc1ccccc1)N(Cc1ccco1)Cc1cc2cccc(C)c2[nH]c1=O (configuration not stated)	0.8%	12.8%	8.3%	-7.2%	1.2%	-10.9%	0.5%	31.5%
CCOC(=O)NC(=S)Nc1ccc(C(C)(C)C)cc1Br	?	12.8%	10.2%	-23.2%	-6.3%	i	-34.0%[inhibitor]	14.6%
N#C/C(=C(/O)CN1CCCC1)c1nc(-c2ccccc2)cs1	-8.7%	8.2%	-1.6%	6.3%	-2.3%	-4.9%	-1.9%	11.0%
COc1ccc(Cn2c(SCc3cc(C)ccc3C)nc3cc(OC)c(OC)cc3c2=N)cc1	13.0%	-8.8%	0.0%	-23.1%	?	-42.5%[inhibitor]	.	-1.9%
COc1ccc(NCC(=O)Nc2cccc(S(=O)(=O)N3CCCC3)c2)cc1Cl	8.7%	8.7%	7.0%	-14.3%	-8.4%	-35.4%[inhibitor]	-0.7%	44.4%
CCN(CC)C(=O)C(Oc1ccc(C)nc1[N+](=O)[O-])c1ccccc1 (configuration not stated)	-14.9%	-9.2%	7.4%	6.8%	-7.7%	i	11.5%	10.5%
Cc1ccccc1NC(=O)c1ccc2c(c1)N(C)CCS2	1.2%	0.6%	-12.2%	11.7%	-1.3%	-18.6%	3.2%	-17.9%
COc1ccc(Cc2nnc(NC(=O)CS(=O)(=O)c3ccccc3)s2)cc1OC	-3.6%	-9.2%	-7.4%	-4.7%	3.1%	-9.9%	3.9%	29.4%
CCc1nc2ccc(C(=O)Nc3ccc4c(c3)OCC(=O)N4)cn2c1N(C)Cc1nccn1C	6.1%	1.7%	3.4%	-7.0%	5.4%	-8.0%	-6.4%	-18.4%
CC1(C(=O)NCc2cccc(C(F)(F)F)c2)CCN1Cc1ccc(-c2ccccc2)o1 (configuration not stated)	-25.6%	-6.5%	-24.9%	-25.6%	?	-26.9%	20µM*	28.1%

Single records, as listed above. Values in the order: TDP-43 yeast inh	EPAC2 ag	EPAC1 ag	EPAC1 antagonist	EPAC2 antag	PTHR1 ag	aSyn yeast inh	FUS suppressor
CCCCn1c(N)c(N(CCOC)C(=O)c2ccc(N3CCCC3)c([N+](=O)[O-])c2)c(=O)[nH]c1=O across the screens: 17.8%	5.8%	?	-9.4%	8.1%	-6.3%	11.5%	22.2%
CC(=O)Nc1sc(NC(=O)c2ccccc2)nc1-c1cccs1 across the screens: -8.9%	1.3%	-1.9%	3.0%	4.9%	-22.1%[57.5 µM]	-1.0%	-4.5%
C#CCN(C[C@H]1[C@H](OC(=O)NCCCCCC)[C@H](OC(=O)NCCCCCC)C[C@H]2C(=O)N(c3ccccc3)C(=O)[C@@H]12)S(=O)(=O)c1ccc(C)cc1 across the screens: 19.6%	-13.1%	-30.0%	-14.9%	-2.6%	-9.0%	5.6%	?

Next section
canonical_smiles	TDP-43 yeast inh	EPAC2 ag	EPAC1 ag	EPAC1 antagonist	EPAC2 antag	PTHR1 ag	aSyn yeast inh	FUS suppressor
O=C(Nc1ccc(NC(=O)c2ccco2)cc1)c1cnccn1	6.8%	3.2%	0.0%	0.0%	4.0%	i	3.6%	10.9%
CCOC(=O)C1=C[C@@H](C(C)(C)C)N(S(=O)(=O)c2ccc(C)cc2)[C@H]1c1ccc(OC)cc1	3.3%	3.5%	-2.9%	-23.4%	?	-8.5%	-2.2%	34.2%
S=C1CCSc2ccc(Cl)cc2N1	?	1.0%	4.5%	-5.3%	3.6%	-2.4%	11.6%	-5.0%
Cc1ccc(S(=O)(=O)NCCCCCC(=O)NCCc2ccccc2)cc1	11.1%	-3.7%	-2.1%	0.7%	2.8%	-36.1%[inhibitor]	6.9%	15.0%
Cc1ccc(S(=O)(=O)Nc2ccccc2F)cc1C(=O)OC(C)C(=O)N1CCOCC1 (configuration not stated)	2.1%	0.2%	-1.4%	11.4%	4.1%	-12.3%	1.6%	10.2%
CN(CCCCCCN(C)Cc1ccccc1O)Cc1ccccc1O	-9.4%	-1.0%	-0.7%	2.2%	13.2%	-15.3%	-5.6%	-9.1%
CCN(CC)C(=O)C(=O)c1cccn1-c1ccccc1C#N	-3.0%	-7.0%	-0.7%	5.6%	5.9%	-6.5%	0.2%	-8.2%
CC(=Nc1ccc(C)c(C)c1)C1=C(O)CSC1=O	25.5%	-1.8%	2.5%	7.0%	-0.8%	-20.7%	-12.5%	21.5%
CCOC(=O)C1CCCN(CCC(=O)Nc2cccc(Cl)c2C)C1 (configuration not stated)	-21.6%	9.9%	-3.9%	7.9%	16.6%	-92.5%[inhibitor]	1.7%	-2.2%
CSc1ccccc1NC(=O)CN(C)CC(=O)Nc1ccccc1F	11.2%	-8.4%	6.8%	-9.9%	1.8%	-9.9%	-4.0%	.
Cc1nnc(NC(=O)CSc2nc3ccccc3o2)s1	-13.2%	6.3%	16.2%	6.8%	-3.8%	i	-3.1%	-0.2%
O=C(CCCN1C(=O)/C(=C/c2cccs2)SC1=S)NNC(=O)c1cccnc1	0.6%	5.3%	1.2%	10.6%	3.4%	?	-2.2%	13.2%
CC(C)N1CCN(Cc2cccc(-n3cccn3)c2)CC1CCO (configuration not stated)	12.1%	0.4%	-4.9%	7.3%	8.4%	-11.7%	3.5%	-7.1%
O=C1N/C(=N/O)S/C1=C/c1cccnc1	3.2%	8.6%	6.3%	-13.3%	-2.2%	i	-0.8%	0.9%
COc1ccc(Nc2oc(COc3ccc(Cl)cc3)nc2C#N)cc1	28.2µM*	18.3%	15.5%	1.1%	-4.5%	-16.1%	8.7%	9.2%
Cc1ccc2nc(C3CCCCC3)c(Cc3ccccc3C(F)(F)F)n2c1	12.5%	-3.7%	-8.9%	-18.3%	?	-23.1%	8.6%	18.5%
CCCCCCCCCC(=O)NNC(=O)c1c(O)c2ccccc2n(CC)c1=O	-21.4%	-10.6%	-3.8%	-2.4%	30.2%[activator]	-20.8%	4.1%	5.0%
Cc1ccc(-c2nc(CN(C)C3CCOC3)c(C)o2)s1 (configuration not stated)	4.9%	-4.2%	-11.6%	3.0%	4.8%	-20.4%	1.8%	-28.3%
CCN(CC)S(=O)(=O)c1ccc(OC)c(N)c1	-23.1%[1.82 µM]	-3.0%	5.6%	1.9%	0.7%	i	2.8%	9.4%
Cc1occc1C(=O)N1CCN(C(c2ccccc2)c2ccccc2)CC1	10.2%	18.2%	8.0%	16.4%	16.7%	i	.	-4.2%
CCOC(=O)N1CCN(CCC(=O)c2ccc(Cl)cc2)CC1	11.7%	12.5%	6.4%	-5.5%	3.9%	i	-15.1%	-14.1%

An excerpt (hit frequency here may not be typical).
